Compound activity from PubChem.
HPDE-C7 viability: cytotoxicity in HPDE-C7 cells, cell-based, fluorescence, HTS (AID 430); HPDE-C7 pancreatic duct cells viability, fluorescence; higher % means a stronger effect; cytotoxicity, % at 10 µM; hits with a dose series show EC50 in µM; actives 1.8% (n = 63,000);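 note: cells exposed to compound for 48 hours before viability readout; 0% = vehicle and 100% = reference cytotoxic drug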
LYP phosphatase: LYP phosphatase inhibitors, primary screen, biochemical, DiFMUP fluorescence, recombinant catalytic domain, 10 µM (AID 606); Tyrosine-protein phosphatase non-receptor type 22 (Homo sapiens); recombinant LYP catalytic domain, DiFMUP fluorescence; higher % means a stronger effect; one-dose inhibition, % at 10 µM; IC50 in µM for titrated hits; 52,000 tested, under 10 active;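 active = IC50 under 40 µM in the dose-response test; inactive = IC50 of 40 µM or more, or never dose-tested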
Bfl-1 inhibitors: Bfl-1 inhibitors, primary screen, biochemical, fluorescence polarization, FITC-Bid, mouse (AID 432); Bcl-2-related protein A1 (Mus musculus); FITC-Bid BH3 peptide fluorescence polarization displacement; higher % means a stronger effect; displacement, % at 20 µM; hits with a dose series show IC50 in µM; actives 0.02% (n = 64,000); in the data active = a potency from the dose series; inactive = the rest, 99 in 100 with displacement below about 15%; note: strong numbers were not always called active
Spn PMK inh: S. pneumoniae PMK inhibitors, primary screen, biochemical, mevalonate pathway, pilot trial included | purified PMK, PK/LDH-coupled NADH absorbance 340 nm | inhibition, % at 10 µM | actives 0.49% (n = 65,000) | phosphomevalonate kinase (Streptococcus pneumoniae D39) | AID 539, 2006;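 active = top-ranked compounds by inhibition in the single 10 µM screen, taking a fixed number of the strongest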;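 note: 0% = full reaction with DMSO carrier and 100% = background rate without enzyme reaction; no value below 0 was filed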
TNAP inhibition: human TNAP enzyme inhibitors, biochemical, luminescent (AID 518). Alkaline phosphatase, tissue-nonspecific isozyme (Homo sapiens). purified TNAP enzyme, luminescent substrate readout; higher % means a stronger effect. inhibition, % at 20 µM; hits with a dose series show IC50 in µM. actives 0.09% (n = 64,000); in the data active = a potency from the dose series; inactive = the rest, 99 in 100 with inhibition below about 22%;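 note: plate controls were vehicle for no effect and reference inhibitor for full effect; many of its hits are not listed in these tables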
KRASV12 cytotoxicity: cytotoxicity in KRAS-transformed pancreatic duct cells, primary screen, cell-based, fluorescence, HTS (AID 431); one-dose cytotoxicity, % at 10 µM; EC50 in µM for titrated hits; actives 1.7% (n = 63,000); HPDE-C7K KRASV12 cells, Alamar Blue viability, 48 h; higher % means a stronger effect;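 active = compounds whose percent cytotoxicity in the single-dose primary screen, scaled between solvent and toxic-drug controls, exceeds 50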;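 note: 0% = DMSO solvent wells and 100% = doxorubicin-treated wells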
Spn DPM-DC inh: S. pneumoniae DPM-DC inhibitors, primary screen, biochemical, PK/LDH-coupled NADH fluorescence; diphosphomevalonate decarboxylase (Streptococcus pneumoniae D39); purified DPM-DC; calls only at 10 µM; actives 0.49% (n = 65,000); AID 556, 2006;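 active = the 320 compounds with the highest percent inhibition in the single-dose primary screen, excluding strongly autofluorescent ones, cut at about 32% in these data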;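 note: kinetic rate of NADH fluorescence loss reporting ADP formed by the decarboxylase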
Spn MK inh: S. pneumoniae MK inhibitors, primary screen, biochemical, PK/LDH-coupled NADH absorbance; mevalonate kinase [Streptococcus pneumoniae D39]; purified MK, PK/LDH-coupled NADH absorbance 340 nm; inhibition, % at 10 µM; actives 0.48% (n = 65,000); AID 555, 2006;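 active = ranked among the strongest by inhibition in the single 10 µM screen, a fixed top-ranked set picked for dose follow-up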; note: no value below 0 was filed
HT1080 cytotoxicity: cytotoxicity in HT1080 fibrosarcoma cells, cell-based, fluorescence readout (AID 620); HT1080 viability, fluorescence; higher % means a stronger effect; cytotoxicity, % at 10 µM, or EC50 in µM where a hit was titrated; actives 0.42% (n = 87,000);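 note: cells exposed to compound overnight then 4 h with Alamar Blue; 0% = vehicle DMSO and 100% = killing control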
Spn PMK inh pilot replicates: recorded beside Spn PMK inh, whose call it bears; inhibition, %; measured here: pilot screen replicates
Spn MK inh pilot replicates: also measured in Spn MK inh; calls as there; inhibition, %; measured here: pilot screen replicates
Spn DPM-DC inh pilot screen %: further read-out of Spn DPM-DC inh, marked with its call; inhibition, %; measured here: pilot screen trials
An asterisk follows results filed as active; i = inactive; . = no result given. Cut-off read from the data, not from the text of the source, unless noted: active = cytotoxicity above about 50%; inactive = the rest.

SMILES	HPDE-C7 viability	LYP phosphatase	Bfl-1 inhibitors	Spn PMK inh	TNAP inhibition	KRASV12 cytotoxicity	Spn DPM-DC inh	Spn MK inh	HT1080 cytotoxicity	others
COC(=O)c1cc2c(cc1NC(=O)CSCCc1ccccn1)OCO2	-13%	.	0%	17	5%	-3%	i	0	15%
Nc1nc2ccc(C(=O)Nc3ccccc3)cc2s1	6%	10%	-2%	12	3%	26%	i	10	17%
CCc1nnc(NC(=O)CSc2nnc(-c3ccoc3C)n2-c2cccc(C)c2)s1	0%	.	-5%	9	6%	16%	i	37	4%
COC(=O)C1=C2SC(C)C(=O)N2C(N)=C(C#N)C1c1cc(OC)c(OC)c(OC)c1 (stereo not drawn)	-21%	3%	-5%	13	5%	0%	i	0	10%
Cc1ccc2c(c1)N(CC(=O)NCCc1c[nH]c3ccccc13)C(=O)CO2	-17%	4%	-6%	10	13%	-19%	i	0	5%
O=C(CN1C(=O)c2ccccc2S1(=O)=O)NCCSCc1ccco1	-5%	8%	2%	13	14%	0%	i	0	-9%
CCN(CC)c1ccc(-c2nn3c(-c4ccccc4OC)nnc3s2)cc1	.	6%	-4%	4	-10%	.	.	3	50%*
OCCN1CCN(c2ncnc3nc[nH]c23)CC1	-4%	6%	-2%	3	4%	2%	i	8	.
O=C(CSc1ncnc2sc3c(c12)CCCC3)c1ccco1	15%	-14%	-7%	4	11%	19%	i	5	-4%
O=CNc1ccccc1Oc1ccccc1	-9%	-5%	-2%	6	8%	-4%	i	11	2%
CCC(=O)Nc1nnc(-c2ccc(OC)cc2)o1	-19%	7%	-1%	8	7%	-2%	i	2	0%
COc1ccc(OC)c(NC(=O)c2cc(-c3ccc(C)cc3O)n[nH]2)c1	-13%	2%	-6%	7	-12%	0%	i	3	-6%
O=C(Oc1ccc2c(c1)OCO2)c1cc2c(s1)CCC2	57%*	10%	-2%	17	9%	66%*	i	1	-3%
N#CC1=C(N)NC(SCc2ccc(F)cc2)=C(C#N)C12CCCCC2	10µM*	6%	-8%	0	17%	9µM*	i	10	18%
CC(C)CC(OC(=O)c1ccco1)C(=O)NCC1CCCO1 (stereo not drawn)	7%	.	-9%	2	-2%	15%	i	14	-6%
COc1ccc(-c2cn3c(C)c(C(=O)NCCN4CCOCC4)sc3n2)cc1	-12%	2%	-7%	19	4%	-10%	i	1	5%
COCCCNC(=O)c1cccc(OC)c1OC	7%	12%	-4%	0	4%	11%	i	11	-4%
CC(=NCCN1CCOCC1)C1=C(O)c2ccccc2C1=O	3%	4%	-2%	5	5%	-1%	i	4	3%
N#CCCCSc1nnnn1-c1cccc(Cl)c1	4%	5%	-4%	4	5%	-4%	i	1	2%
CCOC(=O)C1CCN(S(=O)(=O)Cc2ccc(Cl)cc2)CC1	2%	2%	0%	4	6%	11%	i	4	-2%
COc1cccc(OCc2nnc(SC)n2C)c1	2%	.	0%	5	11%	-3%	i	1	-7%
Cc1cc(Cl)c(S(=O)(=O)Nc2ccccn2)cc1OCC(N)=O	-3%	-1%	1%	0	14%	-2%	i	0	-4%
COc1ccc(C(=O)Oc2ccc(C(C)=O)cc2)c(OC)c1	13%	0%	-3%	4	17%	4%	i	7	-8%
COc1cccc(CC(NC(C)=O)C(=O)NC2CCN(c3nc(C)cc(C)c3C#N)CC2)c1OC (stereo not drawn)	1%	1%	-6%	12	16%	9%	i	9	1%
COc1ccc(Cl)cc1NC(=O)COC(=O)CCNC(C)=O	-9%	13%	-1%	13	2%	-17%	i	3	6%

(continued)
SMILES	HPDE-C7 viability	LYP phosphatase	Bfl-1 inhibitors	Spn PMK inh	TNAP inhibition	KRASV12 cytotoxicity	Spn DPM-DC inh	Spn MK inh	HT1080 cytotoxicity	others
CCOc1ccc(NC(=O)CSc2nnnn2CC(=O)O)cc1	8%	4%	3%	1	14%	7%	i	6	13%	Spn PMK inh pilot replicates=0.5;Spn MK inh pilot replicates=0.0;Spn DPM-DC inh pilot screen %=1.5
COc1ccc2ccccc2c1CN1CCN(C(=O)c2ccccc2)CC1	1%	-36%	1%	0	11%	-5%	i	5	-7%
CC(C)NC(=O)CN(CCc1ccccc1)S(C)(=O)=O	-14%	4%	0%	0	13%	-7%	i	11	-3%
Cc1ccc(P(=O)(CC(=O)O)c2ccc(C)cc2)cc1	8%	.	0%	15	12%	13%	i	8	-17%
COc1ccccc1OCCSc1nnnn1-c1ccc(C)cc1	0%	-4%	-8%	9	4%	4%	i	6	-3%
CCCOc1ccc(C2C(C(=O)c3ccc(C)o3)=C(O)C(=O)N2Cc2cccnc2)cc1 (stereo not drawn)	-20%	14%	0%	0	4%	-6%	i	2	-6%	Spn PMK inh pilot replicates=4.0;Spn MK inh pilot replicates=7.0;Spn DPM-DC inh pilot screen %=2.5
Cc1csc2c(=O)n3c(nc12)CCCCC3	0%	.	1%	10	6%	-3%	i	15	-18%
O=c1c2ccccc2c2ccccc2c(=O)n1CC1CCCO1 (stereo not drawn)	-13%	-4%	1%	0	6%	1%	i	9	-3%
COCCNC(=O)C(C)N(c1ccc(Oc2ccccc2)cc1)S(C)(=O)=O (stereo not drawn)	0%	4%	14%	14	7%	2%	i	10	16%	Spn PMK inh pilot replicates=4.5;Spn MK inh pilot replicates=2.0;Spn DPM-DC inh pilot screen %=1.0
CCOC(=O)C1=C(C)N(C)C(C)=C(C(=O)OCC)C1c1cccnc1	-2%	.	-3%	2	17%	9%	i	5	10%	Spn PMK inh pilot replicates=3.5;Spn MK inh pilot replicates=3.5;Spn DPM-DC inh pilot screen %=1.0
CN1CCN(c2nc3c(c(=O)[nH]c(=O)n3C)n2CCSc2nc3ccccc3s2)CC1	1%	1%	-4%	0	14%	-3%	i	0	2%	Spn PMK inh pilot replicates=2.5;Spn MK inh pilot replicates=0.5;Spn DPM-DC inh pilot screen %=1.0
CC1CCN(c2nc3c(c(=O)n(C)c(=O)n3C)n2Cc2ccccc2)CC1	-34%	-2%	-4%	15	14%	-17%	i	4	-7%	Spn PMK inh pilot replicates=1.5;Spn MK inh pilot replicates=0.0;Spn DPM-DC inh pilot screen %=3.0
COCc1nnc(SCC(=O)Nc2cccc(Cl)c2C)n1-c1ccccc1	-10%	-10%	3%	0	5%	-4%	i	0	-1%
O=C(Nc1ccc(O)cc1)C1CC=CCC1 (stereo not drawn)	-5%	-25%	6%	.	7%	-3%	.	.	-1%
COc1ccc(Cn2nnnc2C(c2cc(OC)ccc2OC)N2CCC(C(N)=O)CC2)cc1 (stereo not drawn)	11%	7%	-7%	15	9%	7%	i	0	-3%
CCOC(=O)c1cnc(SCC(=O)Nc2ccc(NC(C)=O)c(OC)c2)nc1N	11%	.	-3%	15	13%	-1%	i	13	9%
COc1ccc2c(c1OC)C(=O)N(c1ncn[nH]1)C2	1%	8%	-2%	0	10%	-6%	i	0	5%
Cc1ccccc1-n1c(=O)cc(NCC2CCCO2)[nH]c1=O (stereo not drawn)	.	14%	.	9	.	.	i	4	-12%
O=C1Nc2cc3c(cc2Sc2ccccc21)OCCO3	-6%	10%	6%	12	8%	-13%	i	0	5%
COc1cccc(-c2nc(CS(=O)(=O)CC(=O)Nc3cc(C)ccc3C)c(C)o2)c1	12%	3%	-12%	0	21%	7%	i	3	-2%	Spn PMK inh pilot replicates=3.0;Spn MK inh pilot replicates=0.0;Spn DPM-DC inh pilot screen %=1.5
CCOc1ccc(NC(=O)c2ccccc2CO)cc1	-8%	4%	-14%	16	12%	0%	i	3	4%
COC(=O)c1cccc(NC(=O)Cn2cnc3c2c(=O)n(C)c(=O)n3C)c1	-14%	.	-17%	11	1%	-16%	i	3	-6%
COc1ccc(C(N)=O)cc1N	-18%	-1%	4%	0	7%	-1%	i	0	2%	Spn PMK inh pilot replicates=0.0;Spn MK inh pilot replicates=2.0;Spn DPM-DC inh pilot screen %=0.0
O=C(/C=C/Nc1ccc(F)c(Cl)c1)c1ccco1	.	3%	-3%	1	22%	.	i	13	3%
Cn1c(=O)c2c(nc(SCc3cc4c(cc3Cl)OCO4)n2C)n(C)c1=O	3%	.	-5%	12	8%	4%	i	4	-8%

(continued)
SMILES	HPDE-C7 viability	LYP phosphatase	Bfl-1 inhibitors	Spn PMK inh	TNAP inhibition	KRASV12 cytotoxicity	Spn DPM-DC inh	Spn MK inh	HT1080 cytotoxicity	others
COc1ccccc1-c1cc(C(=O)Nc2c(F)cc(F)cc2Br)no1	-11%	0%	-12%	15	4%	-1%	i	5	12%
CCCS(=O)(=O)c1cn2cccc(N)c2c1S(=O)(=O)CCC	-5%	9%	15%	17	9%	-9%	i	7	8%
Cc1ccc2c(c1)c1c(n2CC(O)CNC(CO)(CO)CO)CCCC1 (stereo not drawn)	2%	9%	9%	0	4%	7%	i	3	-8%
Cc1cccn2c(=O)c3cc(C(=O)NCc4ccccc4)c(=N)n(CCCN4CCOCC4)c3nc12	-2%	0%	3%	11	11%	-1%	.	0	9%
COc1ccc(NCc2cc3cc(OC)ccc3[nH]c2=O)cc1	5%	5%	-5%	2	11%	10%	i	0	-5%
Cc1nnc(SCc2cc(=O)[nH]c(Nc3nc(C)c4ccccc4n3)n2)s1	-1%	3%	1%	0	10%	4%	i	3	1%
CC(=O)c1cc(C#N)c(SCc2ccncc2)nc1C	-15%	-1%	6%	0	-6%	-25%	i	9	-6%
COc1ccc(NC(=O)C2CC(=O)NC(Nc3cccc(C)c3)=N2)cc1 (stereo not drawn)	6%	-3%	-2%	1	11%	-8%	i	23	3%
Cc1ccnc(NC(=O)C2CCN(S(=O)(=O)c3cccc4nsnc34)CC2)c1	-8%	.	-2%	24	10%	-4%	i	6	-2%
O=C(O)CCC(=O)N(Cc1ccco1)c1nc(-c2ccccc2)cs1	-9%	4%	2%	3	4%	-9%	i	11	-1%
Cc1sc2ncn3ncnc3c2c1C	5%	-1%	6%	15	14%	-6%	i	0	-5%	Spn PMK inh pilot replicates=0.0;Spn MK inh pilot replicates=1.0;Spn DPM-DC inh pilot screen %=0.0
CCN1C(=O)/C(=C2/C=CC=CN2C)OC1=S	-8%	2%	-6%	0	16%	-4%	i	0	-5%
COc1ccc(C2C(=O)N(C3CCCCC3)CC(=O)N2C2CCCC2)cc1 (stereo not drawn)	-12%	.	-3%	8	11%	0%	i	0	-1%
O=C(c1n[nH]c(=O)c2ccccc12)N1CCN(C2c3ccccc3-c3ccccc32)CC1	4%	9%	7%	29*	5%	12%	i	1	.
CCOc1ccc2nc(NC(=O)c3ccoc3C)sc2c1	-10%	10%	-7%	4	5%	-10%	i	8	.
